From PubChem
PKA-R2B act: activates the human PKA-R2B holoenzyme complex; P22694+P31323; PKA-R2B holoenzyme dissociation, Cy5-IP20 fluorescence polarization; R2B truncated from residue 108, S112A mutant; 0% DMSO only, 100% 113 µM cGMP; activation, % at 11.4 µM; 340,000 tested, 0.079% active;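 active = activation above a cutoff set at the mean over all compounds plus 3 SD, cut at about 18% in these data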;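 note: higher means more holoenzyme dissociation and a rise in polarization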
OPRM1-OPRD1 inv: mu-delta opioid heterodimer inverse agonism; cell-based MOR-DOR heterodimer luminescence; inhibition, % at 9.3 µM; 340,000 tested, 0.21% active; AID 504357; in the data active = inhibition above about 22%, passing the limit was not always enough;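 note: 0% = cells with DMSO and 100% = wells without cells with DMSO; values of inactives mirror those of a sister screen read the other way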
Target sequence (P35372 whole entry, looked up): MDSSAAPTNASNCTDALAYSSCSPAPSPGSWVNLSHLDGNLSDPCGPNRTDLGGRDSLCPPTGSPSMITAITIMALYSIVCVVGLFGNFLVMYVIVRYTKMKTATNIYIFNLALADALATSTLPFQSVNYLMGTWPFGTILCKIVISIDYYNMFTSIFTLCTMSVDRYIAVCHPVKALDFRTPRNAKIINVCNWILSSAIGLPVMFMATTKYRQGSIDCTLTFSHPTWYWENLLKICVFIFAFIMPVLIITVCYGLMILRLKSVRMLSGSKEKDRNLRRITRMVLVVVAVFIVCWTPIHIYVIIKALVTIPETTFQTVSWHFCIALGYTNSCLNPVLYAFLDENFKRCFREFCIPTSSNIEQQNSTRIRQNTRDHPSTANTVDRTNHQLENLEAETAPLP
Target sequence (P41143 whole entry, looked up): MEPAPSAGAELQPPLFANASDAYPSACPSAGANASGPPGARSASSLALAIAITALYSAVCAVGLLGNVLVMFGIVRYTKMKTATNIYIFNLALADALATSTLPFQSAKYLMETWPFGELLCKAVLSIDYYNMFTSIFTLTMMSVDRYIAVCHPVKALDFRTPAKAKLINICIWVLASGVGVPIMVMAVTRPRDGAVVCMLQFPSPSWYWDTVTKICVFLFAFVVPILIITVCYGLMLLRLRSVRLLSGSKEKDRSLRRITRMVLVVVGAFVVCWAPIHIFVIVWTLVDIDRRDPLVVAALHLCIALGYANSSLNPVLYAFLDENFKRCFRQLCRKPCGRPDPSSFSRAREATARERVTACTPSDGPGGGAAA
Arrestin-AP2 inh: inhibitors of human beta-arrestin and AP2 interaction | FITC-arrestin peptide / GST-AP2 beads, flow cytometry; AP2 beta2 appendage carries R879A mutation | inhibition, % at 10 µM | 340,000 tested, 0.31% active | AID 504490;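 active = inhibition above a set limit, near 3 SD of compounds lacking own fluorescence, cut at about 54% in these data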;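 note: plate controls were DMSO wells for no effect and 5 µM unlabelled arrestin peptide for full effect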
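Measured by: flow cytometry, FL1 (488/535 nm); Material: AP2 appendage R879A on GSH beads; Evaluation: percent response; Timing: pre-incubation 12 min, peptide binding 1 h, room temperature; Also added: 50 nM FITC-arrestin peptide; Medium: PBS with 0.05% Tween 20 and 0.1% BSA.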
DAGLB inh: blocks human DAGLB lipase activity. Q8NCG7. HEK293T DAGLB membrane lysate, EnzChek fluorogenic substrate. inhibition, % at 5.17 µM. 340,000 tested, 0.059% active. AID 504411; in the data active = inhibition above about 34%;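 note: 0% = enzyme with vehicle and 100% = wells lacking enzyme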
HTR5A inv ctr: HTR5A inverse agonism, opioid heterodimer counter-screen. P47898. HTR5A cell line, luminescence. inhibition, % at 9.3 µM. 340,000 tested, 0.083% active. AID 504634; in the data active = inhibition mostly above about 23%, no sharp cut-off; inactive = mostly below about 18%;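 note: 0% = cells with DMSO and 100% = no-cell wells with DMSO; some compounds called inactive have numbers as strong as hits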
PKA-R1A act: PKA-R1A complex activation | P00514+P68181 | PKA-R1A dissociation, Cy5-IP20 fluorescence polarization; scaled: DMSO 0%, 113 µM cGMP 100% | activation, % at 11.4 µM | 340,000 tested, 0.083% active;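 active = percent activation above the mean of all tested compounds plus 3 SD, cut at about 19% in these data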;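 note: higher means more PKAc released from R1A so a rise in polarization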
HTR5A ag: activates human HTR5A in OPRM1-OPRD1 agonist counter-screen | activation, % at 9.3 µM | AID 504692 | 340,000 tested, 0.61% active | HTR5A agonist assay, luminescence, cell-based; in the data active = activation mostly above about 9.5%, no sharp cut-off; inactive = mostly below about 7.6%;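 note: 0% = cells with vehicle only and 100% = reference agonist; strong numbers were not always called active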
OPRM1-OPRD1 ag: agonists of human mu-delta opioid receptor heterodimerization; cells, OPRM1-OPRD1 heterodimerization, luminescence; activation, % at 9.3 µM; 340,000 tested, 0.3% active; in the data active = activation above about 18%;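 note: 0% = vehicle-treated cells and 100% = reference agonist; values of inactives mirror those of a sister screen read the other way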
DSG3 Ab inh: inhibitors of pemphigus antibody binding to human desmoglein-3. P32926. DSG3-coupled beads, scFv-anti-DSG3-GFP binding, flow cytometry; active compounds read low. binding (percent of control), % at 10 µM. 310,000 tested, 0.48% active;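 active = binding more than 3 SD below its plate's average and above zero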;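 note: hits lower antibody fragment binding to DSG3; some compounds called inactive have numbers as strong as hits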
V-ATPase pHluor: yeast V-ATPase proton transport regulation by pHLuorin. S. cerevisiae, pHLuorin cytosolic pH fluorescence. response, % at 10 µM. 350,000 tested, 0.37% active; in the data active = response mostly above about 7.3%, no sharp cut-off; inactive = mostly below about 5.4%; note: actives read high; inactives centre near 0; some compounds called inactive have numbers as strong as hits; reference of the scale not given here
* = called active by the depositor; nt = no result given.

1. CN(C)C(CNC(=O)CN1C(=O)NC2(CCCC2)C1=O)c1ccccc1 (stereo unspecified)
2. COC(=O)Cc1[nH]n(-c2nc3ccccc3s2)c(=O)c1C(C)=Nc1ccc(C)cc1
3. Cc1ccccc1CN1C(=O)C(O)(CC(=O)c2ccncc2)c2ccccc21 (stereo unspecified)
4. Cc1ccc(S(=O)(=O)N2CCC(C(=O)NCc3ccccc3CN3CCCC3)CC2)cc1
5. O=C1c2ccncc2C(=O)N1CNc1ccc(Cl)cc1
6. Cc1nc2cc(Cl)ccc2c(=O)n1Cc1ccncc1
assay / compound	1	2	3	4	5	6
PKA-R2B act	16	-16	3	0	-7	7
OPRM1-OPRD1 inv	-46	6	45*	0	9	4
Arrestin-AP2 inh	21	35	-12	49	27	11
DAGLB inh	-4	1	4	1	-2	1
HTR5A inv ctr	-2	1	3	11	-7	4
PKA-R1A act	9	-6	-9	1	3	-3
HTR5A ag	1	0	-1	-4	3	-1
OPRM1-OPRD1 ag	12	-1.1	-8.0	-0.1	-1.3	-0.9
DSG3 Ab inh	nt	104	96	106	88	93
V-ATPase pHluor	1	4	3	1	-5	3

7. Nc1nc(SCC(=O)c2ccc([N+](=O)[O-])cc2)n[nH]1
8. Cc1ccc(CNC(=O)C(C)OC(=O)c2ccco2)cc1 (stereo unspecified)
9. N#C/C(=C\c1ccco1)c1nc2ccccc2s1
10. CC(=O)c1sc(-c2ccccc2Cl)nc1C
11. Cc1ccc(C(=O)Nc2ccc(CN3CCS(=O)(=O)CC3)cc2)cc1C
12. O=C1C2ON(c3ccccc3)C(c3ccccc3F)C2C(=O)N1c1ccccc1 (stereo unspecified)
assay / compound	7	8	9	10	11	12
PKA-R2B act	2	6	-3	4	5	-13
OPRM1-OPRD1 inv	-41	7	-8	9	0	-3
Arrestin-AP2 inh	14	-5	0	13	17	-1
DAGLB inh	-1	3	-5	-4	-3	-1
HTR5A inv ctr	8	0	-15	-12	-27	2
PKA-R1A act	6	-6	-8	6	2	-3
HTR5A ag	-3	2	7	1	-2	-1
OPRM1-OPRD1 ag	5.6	-1.3	1.2	-1.8	-0.1	0.7
DSG3 Ab inh	106	97	114	102	nt	nt
V-ATPase pHluor	-1	-3	1	-1	2	5

Two entries from above, with values under each structure:
Each structure is followed by: PKA-R2B act, OPRM1-OPRD1 inv, Arrestin-AP2 inh, DAGLB inh, HTR5A inv ctr, PKA-R1A act, HTR5A ag, OPRM1-OPRD1 ag, DSG3 Ab inh, V-ATPase pHluor
10) CC(=O)c1sc(-c2ccccc2Cl)nc1C
→ 4, 9, 13, -4, -12, 6, 1, -1.8, 102, -1
11) Cc1ccc(C(=O)Nc2ccc(CN3CCS(=O)(=O)CC3)cc2)cc1C
→ 5, 0, 17, -3, -27, 2, -2, -0.1, nt, 2

The listing continues:
13. CS(=O)(=O)Nc1ccc(C(=O)Nc2ccccc2C(=O)NCc2ccco2)cc1
14. CCOC(=O)C1C(=O)C=C(c2cccs2)CC1c1ccccc1 (stereo unspecified)
15. Cc1cc(=O)oc2cc(OCC(=O)NCCCN3CCCC3=O)ccc12
16. O=C1NC(=O)N(c2ccc(Cl)cc2)C(=O)/C1=C/c1ccc2c(c1)CCN2Cc1ccccc1Cl
17. COc1ccc(CCNC(=O)C2CC2)cc1
18. O=[N+]([O-])c1cc(-c2csc(NC(CO)c3nc4ccccc4n3CCOCCO)n2)ccc1Cl (stereo unspecified)
assay / compound	13	14	15	16	17	18
PKA-R2B act	-2	-5	-1	-4	5	-3
OPRM1-OPRD1 inv	23	-4	10	6	8	1
Arrestin-AP2 inh	0	11	3	29	-6	-1
DAGLB inh	-1	-2	-4	-1	1	4
HTR5A inv ctr	-8	-16	8	0	-9	-4
PKA-R1A act	-1	-11	-12	-9	-7	-2
HTR5A ag	5	4	2	0	7	1
OPRM1-OPRD1 ag	-3.3	0.7	-1.9	-1.0	-1.6	-0.2
DSG3 Ab inh	99	104	103	100	nt	104
V-ATPase pHluor	2	2	3	3	7	0

19. CCOC(=O)c1c(C)nc2c3ccccc3ccn12
20. O=C(NCc1ccccn1)Nc1ccc(F)c(Cl)c1
21. Cc1cc(NC(=O)C(C)SCC(=O)N(C)CC(=O)Nc2ccc(F)cc2)no1 (stereo unspecified)
22. CS(=O)(=O)N(CC(=O)N1CCCC1)c1ccccc1Br
23. Cn1c(C(=O)OC(C(=O)NC(C)(C)C)c2cccnc2)cc2sccc21 (stereo unspecified)
24. CCOC(=O)c1cccc(-n2cccc2/C=C2\NC(=O)N(CC(=O)O)C2=O)c1
assay / compound	19	20	21	22	23	24
PKA-R2B act	-11	0	9	4	-16	-3
OPRM1-OPRD1 inv	7	18	-6	3	4	-4
Arrestin-AP2 inh	23	-9	22	-2	30	0
DAGLB inh	-5	2	-2	-5	-3	1
HTR5A inv ctr	16	16	-28	7	-1	12
PKA-R1A act	2	12	-7	2	0	-6
HTR5A ag	2	-1	9	-2	0	1
OPRM1-OPRD1 ag	-1.3	-3.3	1.0	-0.6	-0.7	0.7
DSG3 Ab inh	99	94	98	100	111	98
V-ATPase pHluor	6	3	3	0	1	1

25. NS(=O)(=O)c1ccc(CCNC(=O)C(=O)c2cn(CC(=O)N3CCCC3)c3ccccc23)cc1
26. O=[N+]([O-])c1ccc(/C=N/N2CCCCC2)cc1
27. O=C1C(=O)N(Cc2ccco2)C(c2cccs2)/C1=C(\O)c1cccc([N+](=O)[O-])c1 (stereo unspecified)
28. O=C(NC1CC1)c1cccc(NC(=O)C2CCN(S(=O)(=O)c3ccccc3C(F)(F)F)CC2)c1
29. O=C(c1ccco1)N(CCCN1CCOCC1)c1nc(-c2ccc(F)cc2)cs1
30. CCCCN(C)C1CCN(C(=S)Nc2cccc(SC)c2)CC1
assay / compound	25	26	27	28	29	30
PKA-R2B act	6	1	1	-3	-5	1
OPRM1-OPRD1 inv	4	-6	13	nt	-23	8
Arrestin-AP2 inh	26	-5	-9	nt	9	30
DAGLB inh	1	0	6	1	-10	-2
HTR5A inv ctr	-16	12	4	nt	-28	11
PKA-R1A act	-6	1	3	2	5	-9
HTR5A ag	4	-3	1	nt	11	2
OPRM1-OPRD1 ag	-0.7	1.2	-2.6	nt	4.0	-1.4
DSG3 Ab inh	112	89	103	100	102	99
V-ATPase pHluor	-2	2	4	-2	1	1

31. CC(C)Cc1nnc(NC(=O)CCc2c[nH]c3ccccc23)s1
32. Cc1ccc(S(=O)(=O)N2CCOCC2)s1
33. O=C(Nc1ccccc1)C(Cc1cccs1)c1nn[nH]n1 (stereo unspecified)
34. COc1ccc(S(=O)(=O)N2CCCC2)c(C)c1C
35. CCOc1ccc(Cl)cc1Nc1nc(NCCO)nc(N2CCCC2)n1
36. O=c1[nH]nc(CSCc2ccccc2Cl)[nH]1
assay / compound	31	32	33	34	35	36
PKA-R2B act	-2	8	-3	-7	7	-2
OPRM1-OPRD1 inv	-18	6	5	9	9	8
Arrestin-AP2 inh	-13	12	-2	15	10	4
DAGLB inh	3	-3	0	-3	-1	4
HTR5A inv ctr	-40	10	-11	9	-32	-13
PKA-R1A act	-6	-2	4	6	5	0
HTR5A ag	4	3	8	-4	2	6
OPRM1-OPRD1 ag	3.9	-1.1	-0.9	-1.7	-1.7	-1.3
DSG3 Ab inh	78	98	100	102	104	102
V-ATPase pHluor	6	-2	-5	-2	11	0

37. Cc1cc(NC(=O)Nc2ccc(F)c(Cl)c2)no1
38. COc1cccc(C(=O)NC(=S)Nc2ccccc2N2CCCCC2)c1
39. Cn1ccnc1SCC(=O)Nc1ccc2c(c1)COC2=O
40. CC(C)(C)NC(=O)CSc1nc2cc(S(=O)(=O)N3CCCCC3)ccc2o1
41. Cc1ccc(C(=O)OCC(=O)c2ccc(Cl)s2)s1
42. Cc1nonc1NC(=O)c1ccc(Cl)c(S(=O)(=O)N2CCCCC2)c1
assay / compound	37	38	39	40	41	42
PKA-R2B act	-3	-4	-9	-10	1	3
OPRM1-OPRD1 inv	-33	19	4	5	2	0
Arrestin-AP2 inh	-7	-3	6	-9	-15	6
DAGLB inh	-1	-20	-1	0	-15	-1
HTR5A inv ctr	-41	23	-7	-7	1	15
PKA-R1A act	2	-7	-9	-9	-7	-1
HTR5A ag	2	-1	7	3	-4	-1
OPRM1-OPRD1 ag	6.1	-2.8	-1.0	-1.3	-0.4	0.0
DSG3 Ab inh	101	105	nt	nt	101	102
V-ATPase pHluor	1	-4	3	-1	-4	7

Part of the list above, showing only DSG3 Ab inh and PKA-R2B act.
| nr | Molecule | DSG3 Ab inh | PKA-R2B act |
| --- | --- | --- | --- |
| 3 | Cc1ccccc1CN1C(=O)C(O)(CC(=O)c2ccncc2)c2ccccc21 (stereo unspecified) | 96 | 3 |
| 4 | Cc1ccc(S(=O)(=O)N2CCC(C(=O)NCc3ccccc3CN3CCCC3)CC2)cc1 | 106 | 0 |
| 5 | O=C1c2ccncc2C(=O)N1CNc1ccc(Cl)cc1 | 88 | -7 |
| 6 | Cc1nc2cc(Cl)ccc2c(=O)n1Cc1ccncc1 | 93 | 7 |

The results go on:
43. COc1ccccc1NC(=O)/C=C/c1ccc2c(c1)OCO2
44. C=CCNc1nc(N2CCCCC2)c(C#N)c2c1CN(Cc1ccccc1)CC2
45. CC(=O)c1ccc(N2CCN(C(=O)C(=O)c3c(C)[nH]c4ccccc34)CC2)cc1
46. C[C@H]1CN([C@@H](C)CO)S(=O)(=O)c2ccc(-c3ccccc3)cc2O[C@H]1CN(C)C(=O)C1CCC1
47. CC(C)(C)NC(=O)CN(Cc1ccco1)C(=O)CCC(=O)Nc1nccs1
48. C#CCOCCOCCOCCNc1nc(N2CCN(C(=O)[C@H](Cc3cc4ccccc4[nH]3)n3cc([C@@H](N)CC(C)C)nn3)CC2)nc(N2CCN(C(=O)[C@H](Cc3cc4ccccc4[nH]3)n3cc([C@@H](N)CC(C)C)nn3)CC2)n1
assay / compound	43	44	45	46	47	48
PKA-R2B act	3	-7	-13	-3	2	5
OPRM1-OPRD1 inv	4	5	11	nt	13	5
Arrestin-AP2 inh	45	4	-4	nt	4	25
DAGLB inh	-4	-2	1	9	-2	2
HTR5A inv ctr	6	-11	11	nt	2	-18
PKA-R1A act	5	7	-8	-4	-10	-2
HTR5A ag	-3	0	-1	nt	-1	-5
OPRM1-OPRD1 ag	-0.8	-1.2	-2.1	nt	-2.1	-1.0
DSG3 Ab inh	101	114	104	nt	104	117
V-ATPase pHluor	3	0	-3	-1	4	-1
